From PubChem
VCAM1 TNFa inh: reduces TNF alpha induced VCAM1 expression in HUVEC. HUVEC TNFa-induced VCAM-1 immunofluorescence, high-content imaging. AID 802. inhibition, % at 2 µM. 95,000 tested, 0.48% active;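 active means inhibition above the batch mean plus 3 SD, with images confirmed as a hit by eye, cut at about 37% in these data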;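 further: 0% = TNF-stimulated DMSO wells and 100% = unstimulated control wells; not every result past the cut was called active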
IL1B cytotox: HUVEC cytotoxicity counter-screen, IL-1B stimulated; HUVEC cell count loss, Hoechst imaging; cell count reduction, % at 2 µM; 94,000 tested, 0.41% active;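 active means cell count reduction more than 3 SD above the screen-wide mean, cut at about 70% in these data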;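 further: normalized per plate to untreated control cells as the no-loss baseline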
Smad3 FoxH1 inh: Smad3 (human) transcription factor binding inhibition; inhibition, % at 25 µM; 88,000 tested, 0.29% active; TR-FRET Smad3/Dy647-FoxH1 peptide binding, europium anti-His; AID 630;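 active means compounds that reduce the energy-transfer binding signal between the protein and its labelled peptide by more than half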;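 further: 0% = Smad3 plus labelled peptide maximal FRET and 100% = peptide-only background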
Target sequence (P84022 whole entry, looked up): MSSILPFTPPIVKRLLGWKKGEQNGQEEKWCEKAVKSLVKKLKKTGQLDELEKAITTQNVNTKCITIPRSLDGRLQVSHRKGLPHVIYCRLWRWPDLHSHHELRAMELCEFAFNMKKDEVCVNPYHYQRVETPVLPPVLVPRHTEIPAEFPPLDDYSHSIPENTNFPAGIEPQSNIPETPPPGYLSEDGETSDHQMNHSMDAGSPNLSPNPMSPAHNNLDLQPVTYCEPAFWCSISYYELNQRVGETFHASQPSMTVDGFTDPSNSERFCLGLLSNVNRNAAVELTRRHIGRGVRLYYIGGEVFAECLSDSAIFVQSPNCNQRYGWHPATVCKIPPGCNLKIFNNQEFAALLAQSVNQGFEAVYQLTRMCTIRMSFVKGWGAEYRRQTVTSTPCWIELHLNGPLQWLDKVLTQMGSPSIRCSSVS
Calb biofilm kill: kills Candida albicans biofilms; C. albicans biofilm + clotrimazole, Alamar Blue; inhibition, % at 6 µM; 85,000 tested, 0.14% active;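 active means inhibition above 20%; inactive means inhibition below 20%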;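 further: preformed 24 hr biofilms exposed to compound for 48 hr; 0% = biofilm without compound and 100% = blank killed by clotrimazole plus chlorhexidine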
DAT uptake mod: human DAT dopamine uptake with cocaine, either direction; B-score at 10 µM; LLC-PK1 hDAT cells, [14C]-dopamine uptake with cocaine IC80; actives deviate in either direction; Q01959; 110,000 tested, 1.3% active;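 active means Z score or B-score, a plate-position-corrected score, falls beyond the plate's 99.7% confidence bounds, in either direction; inactive means both scores lie inside the 99.7% bounds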;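 further: scored against the spread of the other compound wells on the same plate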
Target sequence (Q01959 whole entry, looked up): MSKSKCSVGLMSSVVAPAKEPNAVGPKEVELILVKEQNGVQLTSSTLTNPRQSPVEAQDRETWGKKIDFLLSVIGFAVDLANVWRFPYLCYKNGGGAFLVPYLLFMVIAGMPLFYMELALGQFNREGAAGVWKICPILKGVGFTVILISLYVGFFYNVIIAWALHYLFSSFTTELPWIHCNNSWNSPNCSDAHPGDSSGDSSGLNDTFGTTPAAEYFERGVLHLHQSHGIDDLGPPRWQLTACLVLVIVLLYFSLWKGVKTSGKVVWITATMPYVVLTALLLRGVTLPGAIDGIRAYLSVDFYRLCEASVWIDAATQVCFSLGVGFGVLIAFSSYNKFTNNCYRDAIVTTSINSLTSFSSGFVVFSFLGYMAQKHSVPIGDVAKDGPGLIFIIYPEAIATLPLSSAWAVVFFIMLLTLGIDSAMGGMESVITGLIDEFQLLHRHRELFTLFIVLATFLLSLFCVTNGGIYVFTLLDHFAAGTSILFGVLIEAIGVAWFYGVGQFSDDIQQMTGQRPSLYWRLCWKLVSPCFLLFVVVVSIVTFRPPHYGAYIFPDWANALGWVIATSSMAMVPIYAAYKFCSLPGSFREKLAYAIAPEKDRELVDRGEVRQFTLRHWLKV
PTPN22 inh 2: blocks human PTPN22 phosphatase activity; recombinant LYP catalytic domain, DiFMUP fluorescence; inhibition, % at 2 µM; 96,000 tested, 0.21% active; AID 640;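 active means inhibition at 2 µM at or above a set limit, the screen mean plus 3 SD, cut at about 24% in these data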;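 further: 0% = DMSO with enzyme and 100% = enzyme fully blocked by orthovanadate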
cytoskel mod: cytoskeleton assembly modification | inhibition, % at 2 µM | HUVEC TNFa F-actin phalloidin imaging, high content | AID 836 | 91,000 tested, 0.18% active;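 active means inhibition above the batch mean plus 3 SD and confirmed as a hit by visual image inspection, cut at about 30% in these data, passing the limit was not always enough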; further: strong numbers were not always called active
HUVEC tox TNFa: HUVEC cytotoxicity counter-screen, TNF alpha stimulated | cell count reduction, % at 2 µM | HUVEC TNFalpha-stimulated, Hoechst cell count, imaging | 93,000 tested, 0.17% active;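 active means cell count reduction exceeding the screen mean by over 5 SD, scaled to untreated wells per plate, cut at about 78% in these data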;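 further: cells counted after 24 h of TNF alpha exposure following the 1 h pretreatment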
MT1-MMP txn act: MT1-MMP promoter transcription activation. HT1080 MT1-MMP promoter luciferase reporter, luminescence, overnight; active compounds read high. activation factor at 10 µM. 86,000 tested, 0.16% active;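 active means activation factor of at least 2 for MT1-MMP transcription at 10 µM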
Numbers without * were called inactive; . = not tested or not shown; [ ] = remark or other dose.

structure	MT1-MMP txn act	IL1B cytotox	VCAM1 TNFa inh	DAT uptake mod	Smad3 FoxH1 inh	Calb biofilm kill	PTPN22 inh 2	cytoskel mod	HUVEC tox TNFa
NC(=O)C1CCN(Cc2nc3ccccc3c(=O)[nH]2)CC1	1.5	-68	4	-1.2	3	7	-5	-16	-17
CC(C)CCNC(=O)C(c1ccco1)N(Cc1cccs1)C(=O)Cn1nnc2ccccc21 (stereo unspecified)	1.1	.	.	2.3	11	4	.	.	.
O=C(Nc1ccccc1-c1nnn(CC(=O)N2CCc3ccccc3C2)n1)C1CCC1	.	-37	4	0.68	5	11	8	-1	-16
CC(c1ccc(Cl)cc1)n1c(-c2ccc3ccccc3n2)n[nH]c1=S (stereo unspecified)	.	-19	-4	-0.43	.	.	7	13	-6
Cc1noc(NS(=O)(=O)c2ccc(N/C=C/C(=O)c3ccncc3)cc2)c1C	1.1	.	22	.	16	7	5	-16	-11
O=C(Nc1ccccc1)Nc1cc(Cl)cc(Cl)c1	1	5	-18	-1.8	-1	-4	5	-37	10
[2H]c1c([2H])c([2H])c(-c2nc(N3CCCCCC3)sc2C(=O)c2ccccc2)c([2H])c1[2H]	.	-59	2	-0.73	.	.	10	31	-25
CCOC(=O)C(C)Sc1nnc(-c2c[nH]c3ccccc23)n1C (stereo unspecified)	1	-10	-5	-0.35	9	3	-6	2	-11
O=c1[nH]c(NCc2ccccc2)nc2c1CCCC2	1.1	-7	.	2.3	7	-2	9	.	.
CCOc1ccc(NC(=O)COC(=O)Cn2cnnn2)cc1OCC	1.2	6	11	1.3	-2	4	0	-21	-2
COc1ccc(OC)c(C(C)NC=O)c1 (stereo unspecified)	1.1	9	9	-0.52	11	4	-10	-8	29
Cc1ccc(C)c(S(=O)(=O)N2C(=S)NC(=O)C2CC(C)C)c1 (stereo unspecified)	.	-5	3	-0.55	.	.	-21	-3	-30
COc1cc(OC)c(NC(=O)c2ccoc2C)cc1Cl	1.2	-3	8	0.036	3	-1	5	-8	-2
CC(=O)c1ccc(N2CCN(C(=O)c3cc4c(-c5ccccc5F)nn(C)c4s3)CC2)cc1	1	-5	9	1.4	-19[fluorescence artefact?]	19	6	-4	-42
Cc1csc2nc(CSc3nncn3-c3ccccc3)c(Br)n12	1.1	-49	25	0.48	0	0	5	1	-14
COC(=O)/C(=C\c1ccc([N+](=O)[O-])o1)NC(=O)c1ccccc1	.	-32	3	0.51	.	.	4	-2	-15
COc1ccc(C)cc1NC(=O)CN(c1ccc(F)cc1)S(C)(=O)=O	1	-61	-2	-0.34	-1	-2	-1	2	-5
CCCOc1ccccc1N/C(=N\S(=O)(=O)c1ccc(C)cc1)Nc1nc(C)cc(C)n1	.	8	-2	0.6	.	.	2	2	-19
O=S1(=O)N=C(SCCO)c2ccccc21	1	-8	-18	0.69	8[fluorescence artefact?]	5	-4	.	13
CCn1c(SCC(=O)NCc2ccccc2)nnc1-c1ccccc1O	1.1	8	-12	0.0019	12	7	-7	15	-11
CCN1/C(=C/C(C)=O)Sc2ccc(OC)cc21	0.9	-19	-10	1.2	6	9	-9	5	-19
Cc1cccc(Cn2ncc(Cl)c(Cl)c2=O)c1	.	-103	20	-0.77	.	.	-1	-8	0
C=CCn1c(=N)c(C(=O)NCCCOC)cc2c(=O)n3cccc(C)c3nc21	1.2	-7	-3	1.8	13	10	-3	-48	-7
COC(=O)C(C)Sc1snnc1-c1ccccc1 (stereo unspecified)	1.1	-9	11	1.3	8	6	-29	-10	-23
CCOC(=O)C1CCN(C(=O)Cc2cccs2)CC1	1.1	-4	7	-0.77	7	-2	9	-4	-1

Among those listed so far, these have fluorine.
structure	MT1-MMP txn act	IL1B cytotox	VCAM1 TNFa inh	DAT uptake mod	Smad3 FoxH1 inh	Calb biofilm kill	PTPN22 inh 2	cytoskel mod	HUVEC tox TNFa
CC(=O)c1ccc(N2CCN(C(=O)c3cc4c(-c5ccccc5F)nn(C)c4s3)CC2)cc1	1	-5	9	1.4	-19[fluorescence artefact?]	19	6	-4	-42
COc1ccc(C)cc1NC(=O)CN(c1ccc(F)cc1)S(C)(=O)=O	1	-61	-2	-0.34	-1	-2	-1	2	-5

The list continues:
structure	MT1-MMP txn act	IL1B cytotox	VCAM1 TNFa inh	DAT uptake mod	Smad3 FoxH1 inh	Calb biofilm kill	PTPN22 inh 2	cytoskel mod	HUVEC tox TNFa
Nc1ccc2nn(-c3cccc4ccccc34)nc2c1	0.8	-2	-8	0.0073	.	.	-5	4	-12
COc1cc(OC)cc(C(=O)NC2CC3CCC(C2)N3Cc2ccco2)c1 (stereo unspecified)	1	9	-10	-0.7	-7	2	3	-10	-21
CC(C)(C)C(=O)Nc1ccc(C(=O)Nc2cccnc2)cc1	1.5	-16	2	-0.27	0	2	-5	1	-26
CC(=O)c1cccc(NC(=O)Nc2cc3sccc3n2C)c1	1.1	.	.	-0.063	4	6	.	.	.
Cc1ccc(C(=O)NCc2ccco2)cc1S(=O)(=O)N1CCCCC1	1.2	-15	-38	0.12	4	7	12	-12	-30
O=C(c1cnc2sccn2c1=O)N1CCc2ccccc2C1	1.1	-2	17	-0.7	6	4	11	-21	8
CC(C)(C)n1nnnc1C(c1ccc(F)cc1)N1CCN(Cc2ccc3c(c2)OCO3)CC1 (stereo unspecified)	1.1	-11	3	1.1	1	8	12	24	1
O=C(O)c1cccc(S(=O)(=O)N2CCOCC2)c1	1	-15	7	-0.36	8	5	-3	-6	-5
O=C(Nc1ccccc1)c1ccc2nc(-c3ccco3)c(-c3ccco3)nc2c1	0.9	-15	-9	0.84	4	0	14	-39	-18
COc1ccc(S(=O)(=O)N2CCSC2c2ccc(N)cc2)cc1 (stereo unspecified)	1.1	-2	-2	0.035	-5	1	10	6	-13
Cc1c(Br)c([N+](=O)[O-])nn1CC(=O)NCc1ccccn1	1	-19	7	-0.84	4	0	7	26	-21
CSc1nc(N)c(C#N)c(-c2ccccc2Cl)c1C#N	1.2	-13	12	0.017	6	4	-13	-10	-7
O=C(c1cc2c(s1)CCCC2)N1CCN(Cc2ccc3c(c2)OCO3)CC1	1.2	-13	-32	0.52	-6	9	-4	24	-13
CNC(=O)C(C)NS(=O)(=O)c1ccc(F)cc1 (stereo unspecified)	1.3	-2	1	-0.54	-5	2	-4	3	-18
Nc1cc(N)nc(SCCOc2ccccc2F)n1	1.5	.	.	-0.69	-2	9	.	.	.
CS(=O)(=O)c1nncn1-c1ccccc1	0.9	-5	21	0.19	.	.	7	-20	2
Cc1ccc(Cn2c(=O)cc(C(=O)O)c3ccccc32)cc1	1.1	-6	-4	0.52	.	.	3	-12	-13
CC1=NNC(=O)C1CCC(=O)N/N=C\c1ccccc1[N+](=O)[O-] (stereo unspecified)	.	-21	6	0.58	.	.	5	-1	4
COc1ccc2[nH]c(=O)c(CNc3ccc(C)c(C)c3)cc2c1	1	-1	-3	0.4	5	5	4	.	6
CN(C)CCNC(=O)c1ccc(CS(=O)(=O)c2c(Cl)cccc2Cl)o1	1	8	-10	-1.5	-9	8	-7	-11	-23
COC(=O)/C=C(\C)NC(=O)c1ccc(F)cc1	1.1	16	9	-0.5	4[fluorescence artefact?]	-2	4	-11	0
Brc1ccc(/C=C/C=N/Nc2nc3ccccc3s2)cc1	.	-20	1	0.095	.	.	10	19	-7
COC(=O)[C@H](C)NC(=O)NCc1ccc(F)cc1	1	-19	17	-0.49	-1	10	-15	9	-12
Cc1nc2ccccn2c1C(=O)NCCCN1CCOCC1	0.9	-15	24	-0.57	4	1	0	-16	-33
COc1ccc(N(CC(=O)Nc2ccc(OC)c(Cl)c2)S(=O)(=O)c2c(C)noc2C)cc1	1.2	-28	-1	-0.52	-4	3	2	2	-22

Remaining list, next part.
structure	MT1-MMP txn act	IL1B cytotox	VCAM1 TNFa inh	DAT uptake mod	Smad3 FoxH1 inh	Calb biofilm kill	PTPN22 inh 2	cytoskel mod	HUVEC tox TNFa
Cc1nn(CC(=O)Nc2ccc(C(=O)N3CCCC3)cc2)c(=O)c2ccccc12	1	.	.	1	-9	-1	.	.	.
CC(C)(C)NC(=O)C(c1ccc(O)cc1)N(Cc1ccco1)C(=O)Cn1nnc(-c2cccs2)n1 (stereo unspecified)	1.2	-10	11	1.8	1	3	-5	4	-19
CNc1ccc(OC(F)F)cc1C(=O)c1ccccc1	1.1	.	.	-0.89	23[fluorescence artefact?]	6	.	.	.
O=c1cc(CO)oc(CN2CCN(CCO)CC2)c1O	.	1	6	-0.032	.	.	-8	0	-13
CN(C)c1ccc(-c2noc(C3CCN(S(=O)(=O)c4cccc(Cl)c4)CC3)n2)cc1	1	.	.	0.16	-1	6	.	.	.
CS(=O)(=O)N1CCCC(C(=O)N2CCc3ccccc3C2)C1 (stereo unspecified)	1.1	29	1	-0.041	.	.	-1	3	-16
Cc1ccc(-n2c(CNc3ccc(F)cc3)nnc2SCC(=O)NCc2ccco2)cc1	1	-8	-12	1.7	-5	1	6	-4	-10
Cn1c(=NC(=O)CN2C(=O)C3CC=CCC3C2=O)sc2ccccc21 (stereo unspecified)	1.4	-12	13	0.096	-13	5	8	7	-33
Cc1onc(-c2ccccc2Cl)c1C(=O)Nc1ccc(OCC(=O)N2CCOCC2)cc1	1	-40	9	1.1	-5	6	-7	8	-15
Cc1cc(C)cc(-n2c(O)c(C=NC3CCS(=O)(=O)C3)c3ccccc3c2=O)c1 (stereo unspecified)	1.1	4	10	-1	11	6	-8	6	-38
O=C(O)CC1NC(=O)N(c2ccc(Cl)cc2)C1=O (stereo unspecified)	1.1	10	18	-1.7	11	4	-10	-8	1
CC(NC(=O)c1ccco1)C(c1cccs1)N1CCOCC1 (stereo unspecified)	1	-7	-8	0.28	.	.	-4	0	-18
FC(F)(F)c1nnc2sc(-c3ccco3)nn12	1.3	7	15	-0.94	-11	3	-5	1	10
COc1ccc(-c2cc(C(=O)NCCCn3ccnc3)no2)cc1OC	.	16	7	0.33	5	0	5	.	-21
Cc1ccccc1NC(=O)Cc1nc(CSc2nnc(-c3ccc4c(c3)OCO4)o2)cs1	1.3	-91	-14	0.56	1	3	0	-1	5
Cc1oc(-c2ccc(Cl)cc2)nc1CN1CCCC(C(=O)NCc2cccnc2)C1 (stereo unspecified)	1.2	-5	1	0.66	-4	-1	6	-6	-43
CCCOc1ccc(-c2nnn(CC(=O)N3CCC(C)CC3)n2)cc1	.	-14	21	0.041	.	.	-10	8	-13
O=C(NCCOc1ccc(Cl)cc1)C1CC(=O)N(c2ccc(F)cc2)C1 (stereo unspecified)	1.1	11	-8	0.099	0	.	2	-5	-16
O=c1ncn(-c2cccc(F)c2)c2ncccc12	.	3	-22	-0.76	.	.	3	6	-10
CCOC(=O)c1c(NS(C)(=O)=O)sc2c1CCC(C)C2 (stereo unspecified)	1.4	-22	1	-0.19	-7	-6	5	5	-57
O=c1ccn(CCOc2ccc(Cl)cc2)c(=O)[nH]1	1.1	-47	2	1.2	-10	7	-6	.	28
COc1ccc(Oc2nc(C)cc(C)c2S(=O)(=O)c2ccc(C)cc2)cc1	.	42	-4	.	.	.	14	-23	13
Cc1ccc(OCCCn2cc(C#N)c3ccccc32)cc1	1.1	8	-25	0.68	2[fluorescence artefact?]	2	-6	-4	.
O=C(C1CCCN(S(=O)(=O)c2cccc3nonc23)C1)N1CCN(c2cccc(Cl)c2)CC1 (stereo unspecified)	1.1	13	-3	0.87	0	0	6	.	-12
COc1ccc(NC(=O)c2cccc(F)c2)cc1Cl	1.7	-8	11	.	8	1	0	-20	.
O=C(CN1CCN(CCO)CC1)Nc1ccccc1	1.1	-18	-11	-1.3	-2	8	6	-12	-22
CCCCc1nc2sc3c(SCC(=O)NCc4ccco4)ncnc3c2c2c1CCC2	1	-1	0	0.48	30[fluorescence artefact?]	8	15	21	-18

Not all compounds are listed. The share of hits here may be higher or lower than overall.
